# Compound activity: PubChem, several laboratories
# Shn3 inh set2 – reduction of Shn3 3'UTR firefly luciferase signal, primary screen, Schnurri-3 inhibitor project, cell-based, Clone20 osteoblasts, set 2. Clone20 osteoblast Shn3 3'UTR firefly luciferase, 24 h. inhibition, % at 12.5 µM. 360,000 tested, 0.52% active. AID 588674, 2011;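 active means mean inhibition of at least 75% with every replicate also reaching 75%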;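 further: 0% = median of neutral control wells and 100% = pilot-screen positive control compound; some compounds past the cut are filed as inactive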
# HIF-2a inh – HIF-2a reporter inhibitors, primary screen, luminescence, 786-0 RCC cells | 786-0 RCC cells HIF-2a reporter, luciferase luminescence, overnight | AID 624352, 2012 | 360,000 tested, 0.72% active | inhibition, % at 18.8 µM;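 active means inhibition of the luminescence signal of 40% or more relative to plate controls, in a single-dose primary screen at 18.75 µM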
# KKLEB tox – cytotoxicity in KKLEB CF airway cells, primary screen, cytotoxicity control for CF NF-kB inhibitor project, cell-based, uHTS, fluorescence assay plates. KKLEB CF airway cells viability, ATPlite luminescence, overnight; stronger effect = lower value; cells stimulated with P. aeruginosa culture filtrate. activity change (cytotoxicity), % at 5 µM. 360,000 tested, 0.36% active;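 active means corrected activity change at or below -50% at 5 µM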
# Peg3 prom inh – Peg3 promoter-driven luciferase inhibitors, primary screen, cell-based, HeLa, luciferase luminescence. HeLa PEG-Prom luciferase reporter, overnight. inhibition, % at 20 µM. 360,000 tested, 1.7% active;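 active means inhibition of at least 50% at 20 µM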
# aDG glyco up – activators of alpha-DG glycosylation, primary screen, uHTS, Pro5-aDG cells, AlphaScreen; 360,000 tested, 0.22% active; alpha-DG glycosylation AlphaScreen (IIH6); 0% Pro5, 100% B10-LARGE cell signal; activation, % at 10 µM;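 active means activation of at least 8% versus controls, or a plate z-score of at least 8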;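 further: Pro5 are CHO cells carrying HIG-tagged alpha-DG that lacks glycosylation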
# TWEAK Fn14 block – inhibitors of TWEAK-Fn14 signaling, primary screen, luciferase reporter cells, uHTS; TWEAK-stimulated Fn14 reporter cells, luciferase luminescence, 8 h; AID 1159606, 2016; inhibition, % at 10 µM; 360,000 tested, 2% active; in the data active means inhibition above about 50%
# CF NFkB inh – inhibitors of PAF-induced NF-kB signaling, primary screen, cell-based, GFP fluorescence, uHTS; inhibition, % at 5 µM; 360,000 tested, 0.86% active; KKLEB NF-kB-GFP reporter, GFP fluorescence overnight;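 active means at least 50% inhibition at 5 µM, scaled per plate between neutral and stimulator controls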;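 further: PAF is a Pseudomonas aeruginosa culture filtrate used as stimulus; plate controls were PAF-stimulated DMSO wells for no effect and unstimulated DMSO wells for full effect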
# iPSC survival up – enhancers of single-cell hiPSC survival, primary screen, ATPlite luminescence; 100% = ROCK inhibitor wells, 0% = DMSO; survival enhancement, % at 20 µM; 360,000 tested, 0.044% active; AID 602274, 2012; in the data active means survival enhancement above about 18%;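 further: cells exposed to compounds for 16 hours before the ATP read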
# NR2E3 ag-1 – NR2E3 agonists in two-hybrid cells, primary screen, cell-based, luminescence, CHO-S, Gal4-NCOR/VP16-NR2E3; luciferase; inhibition of corepressor binding, % at 3.98 µM; 360,000 tested, 0.35% active; AID 602229, 2012; Photoreceptor-specific nuclear receptor (Homo sapiens), Q9Y5X4;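 active means inhibition above the mean of all tested compounds plus 3 SD, cut at about 70% in these data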;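 further: 0% = DMSO with NR2E3 transfected cells and 100% = cells lacking NR2E3 construct; higher means lower luciferase signal from less NR2E3 corepressor binding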
# Target sequence (Q9Y5X4 whole entry, looked up, the tested form may be a part): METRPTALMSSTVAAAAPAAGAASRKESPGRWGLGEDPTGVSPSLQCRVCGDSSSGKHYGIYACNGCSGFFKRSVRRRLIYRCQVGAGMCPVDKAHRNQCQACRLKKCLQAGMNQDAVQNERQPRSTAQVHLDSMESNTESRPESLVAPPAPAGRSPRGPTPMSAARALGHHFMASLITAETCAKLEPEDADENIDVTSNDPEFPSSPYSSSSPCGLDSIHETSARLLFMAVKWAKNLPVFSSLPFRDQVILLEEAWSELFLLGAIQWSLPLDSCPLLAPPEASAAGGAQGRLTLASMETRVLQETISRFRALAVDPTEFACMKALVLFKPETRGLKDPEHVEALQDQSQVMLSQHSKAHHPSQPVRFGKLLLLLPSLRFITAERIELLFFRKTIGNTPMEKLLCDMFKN
# NR2E3 ag-2 – inhibitors of NR2E3-RetCOR corepressor binding, primary screen, NR2E3 agonist project, biochemical, TR-FRET, GST-NR2E3, biotin-RetCOR; 1536-well; inhibition of corepressor binding, % at 4.78 µM; 320,000 tested, 0.12% active; AID 2300, 2010;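 active means percent inhibition above the cutoff of mean plus 3 SD of all tested compounds, set per screening campaign, cut at about 20% in these data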;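 further: 0% = DMSO wells and 100% = biotin wells as full block of FRET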
#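 Test system: GST-NR2E3 and biotin-RetCOR proteins | Quantity: 1.35 nM GST-tagged NR2E3 final | Medium: Tris pH 7.5 | Also added: 7 nM biotin-RetCOR | Dosing: Compound at 4.8 µM, single dose | Timing: 5 h at 4 °C | Detection: Time-resolved FRET | Read-out basis: Percent inhibition | Benchmarks: Biotin wells as high control, 0.6% DMSO wells as low control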
# MITF TRPM1 inh – inhibitors of MITF-dependent TRPM1 promoter reporter, primary screen, cell-based, SK-MEL-5, single point, luciferase; 330,000 tested, 0.83% active; inhibition, % at 12.5 µM; SK-MEL-5 TRPM1 promoter luciferase, 24 h; AID 488899, 2010;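 active means mean inhibition across replicates of 60% or more, whatever share of single replicates reaches that level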; further: values of inactives mirror those of a sister screen read the other way
# * = called active by the depositor; x = not tested or not shown.
SMILES,Shn3 inh set2,HIF-2a inh,KKLEB tox,Peg3 prom inh,aDG glyco up,TWEAK Fn14 block,CF NFkB inh,iPSC survival up,NR2E3 ag-1,NR2E3 ag-2,MITF TRPM1 inh
Cc1noc(C)c1COC(=O)c1cc(S(=O)(=O)N2CCOCC2)ccc1Cl,1.9,2.7,1.9,0.7,-0.4,-7.4,-20.1,-0.5,-26.4,x,3.9
O=C(O)C1CCCC[C@H]1C(=O)Nc1ncc([N+](=O)[O-])s1 (some centres undefined),-32.6,10.2,-13.2,-6.7,-0.2,0.0,14.1,-0.8,29.5,1.6,-10.9
Cc1cnc(C(=O)N2CCCC(C(=O)c3ccc(C(F)(F)F)cc3)C2)cn1 (centres undefined),-30.6,-105.0,2.5,-105.1,-0.1,-24.2,-0.6,0.1,-54.2,-2.4,-29.6
CCn1c(SCC(=O)OCc2ccccc2)nnc1-c1ccco1,26.4,7.7,-3.6,-5.7,0.1,-0.4,-1.2,0.1,13.6,2.0,-7.7
Cc1ccc(S(=O)(=O)NC(=O)C2(C)CCN2C(=O)c2ccc(C(F)(F)F)nc2C)cc1 (centres undefined),-37.1,-2.1,-13.9,-1.0,0.1,10.0,9.3,-0.9,-24.6,x,x
N#CC1C(=O)NC(=O)CC12CCCCC2 (centres undefined),-6.5,11.1,0.7,15.4,-0.1,31.6,19.5,-3.2,-1.8,x,-2.2
CCN(CC)c1ccc(/C=N/NS(=O)(=O)c2cccc([N+](=O)[O-])c2)cc1,-2.0,-7.4,-9.9,-1.4,-0.1,8.4,-5.4,0.0,-7.4,-0.1,2.4
NS(=O)(=O)c1ccc(CCN=Cc2ccccc2O)cc1,3.8,7.6,8.9,-6.8,-0.3,4.9,4.3,2.3,-11.0,-2.5,-2.7
O=C(Nc1ccc(S(=O)(=O)NCc2cccnc2)cc1)c1ccco1,17.5,16.8,-8.5,9.1,0.1,7.0,1.5,-1.3,-3.0,1.7,6.7
O=C(Cc1ccc([N+](=O)[O-])cc1)N1CCCc2ccccc21,-3.5,-19.7,-3.4,-10.5,-0.2,9.6,5.3,-0.4,-16.2,-1.1,13.8

# The final 2 compounds of the section before open the next one.
SMILES,Shn3 inh set2,HIF-2a inh,KKLEB tox,Peg3 prom inh,aDG glyco up,TWEAK Fn14 block,CF NFkB inh,iPSC survival up,NR2E3 ag-1,NR2E3 ag-2,MITF TRPM1 inh
O=C(Nc1ccc(S(=O)(=O)NCc2cccnc2)cc1)c1ccco1,17.5,16.8,-8.5,9.1,0.1,7.0,1.5,-1.3,-3.0,1.7,6.7
O=C(Cc1ccc([N+](=O)[O-])cc1)N1CCCc2ccccc21,-3.5,-19.7,-3.4,-10.5,-0.2,9.6,5.3,-0.4,-16.2,-1.1,13.8
Cc1cccc(N/N=C/c2ccc(O)c(O)c2O)c1,-31.9,6.9,-15.1,23.4,0.2,-1.8,17.8,0.2,-46.5,1.3,1.8
CCOC(=O)c1ccccc1OC(=O)Oc1ccccc1C(=O)OCC,-5.6,-0.7,-3.4,16.9,0.1,33.1,32.7,1.6,8.4,x,24.0
COC(=O)c1sc(=S)n(Cc2ccccc2)c1C,0.5,4.1,1.7,8.8,-0.1,-1.1,2.0,-0.8,13.3,5.0,-13.5
O=C(OCc1cc2ccccc2[nH]c1=O)c1cccc([N+](=O)[O-])c1,17.8,-9.1,-8.0,0.8,-0.1,-12.8,20.7,0.0,19.4,5.5,6.8
CCOC(=O)NC1(NCC(C)C)Oc2ccccc2O1,2.4,2.9,15.1,-12.7,0.3,-0.1,4.1,-1.8,-19.0,-0.6,2.5
O=C(c1nc[nH]c1C(=O)N1CCc2ccccc2C1)N1CCc2ccccc2C1,10.3,15.7,2.0,7.8,3.4,8.3,-9.2,2.7,9.8,5.4,-7.0
Cc1ccc(S(=O)(=O)N2CCC(C(=O)NCCC3=CCCCC3)CC2)c(C)c1,5.0,12.3,12.9,22.4,0.0,-2.3,1.8,0.6,6.7,0.0,-8.6
O=C(c1ccccc1)N1CCN(C(=O)c2cc3ccccc3o2)CC1,19.2,-2.8,4.1,-5.3,0.0,-5.6,0.4,0.4,-8.3,-0.9,-2.0
Cc1ccc(NC(=O)C(=O)NC2CCCCC2)cc1,-33.2,-171.9,-6.7,-201.5,-0.1,-1.4,11.6,-1.7,-67.3,-0.3,-81.8
CCOC(=O)C1(CCc2ccccc2)CCN(C(=O)CCc2cnn(C)c2)CC1,-4.1,3.9,-7.4,-0.2,-0.3,-0.2,12.1,0.3,-3.9,3.3,-1.7
Cc1ccc2[nH]c3c(=O)n(Cc4ccncc4)cnc3c2c1,-2.7,-6.5,6.1,-30.0,0.2,0.3,-0.5,2.2,-13.8,0.5,0.1
CN(CC(=O)Nc1ccc(Cl)c(Cl)c1)C(=O)c1cccc2cccnc12,-0.4,-1.8,7.2,3.8,0.2,-18.6,22.5,-0.3,-16.9,3.6,-0.9
COc1ccccc1CCC(=O)OCC(=O)Nc1ccc2[nH]c(=O)[nH]c2c1,5.4,-4.2,-1.0,-18.7,-0.1,-7.0,0.1,-0.3,0.9,-1.3,-12.2
O=C(Cc1ccc([N+](=O)[O-])cc1)N1CCN(c2ccc([N+](=O)[O-])cc2)CC1,18.7,1.4,-4.2,10.3,0.3,11.9,2.1,-0.2,-10.0,-1.2,-17.1
CN(C(=O)c1cccc(NC(=O)Cc2ccc(NC(=O)C3CCN(C(=O)C4CCC4)CC3)cc2)c1)C1CCCCC1,0.0,0.0,0.9,26.9,-0.2,-12.5,11.9,0.3,-7.7,x,-1.8
COc1ccc([N+](=O)[O-])cc1NC(=O)CCN1CCOCC1,-5.4,11.5,1.6,11.8,0.1,-8.0,3.2,0.0,-9.6,-1.5,5.0
COc1ccc(C(=O)NC(=S)N2CCCCC2)cc1,-42.6,-99.5,-7.4,-28.0,3.6*,-1.4,14.9,-0.5,-6.7,-1.0,-12.5
C/C(=N\NC(=O)CCC(=O)O)c1c(-c2ccccc2)c2cc(Br)ccc2[nH]c1=O,-14.0,7.8,-2.5,-3.3,-0.2,-4.6,-4.6,-0.5,-5.9,0.6,-4.4
CCOc1ccc(NC(=S)NNC(=S)Nc2cccc(C(F)(F)F)c2)cc1,-31.8,-154.7,7.2,-7.1,-0.1,-8.2,-10.9,0.3,-51.4,1.2,-16.9
CCC(C)NC(=O)COC(=O)Cc1sc(N)nc1-c1ccc(C)cc1 (centres undefined),-20.4,11.5,-2.6,-4.0,-0.4,10.5,-10.0,-1.5,-26.7,0.7,-5.3

# Results in CF NFkB inh, for some of the entries so far:
canonical_smiles	CF NFkB inh
COc1ccc([N+](=O)[O-])cc1NC(=O)CCN1CCOCC1	3.2
COc1ccc(C(=O)NC(=S)N2CCCCC2)cc1	14.9

# The results go on.
SMILES,Shn3 inh set2,HIF-2a inh,KKLEB tox,Peg3 prom inh,aDG glyco up,TWEAK Fn14 block,CF NFkB inh,iPSC survival up,NR2E3 ag-1,NR2E3 ag-2,MITF TRPM1 inh
CSCC[C@H](N)C(=O)N1CCC(C(=O)N[C@H](C(=O)NCc2ccccc2F)C(C)C)CC1,14.3,-0.2,0.0,-4.8,-0.1,-4.0,0.4,2.8,-22.9,2.8,-6.4
CN(C)/C=C1\C(=O)NN=C1c1ccccc1,-20.7,15.1,4.4,0.7,-0.1,-13.1,7.6,3.5,-46.7,1.4,5.9
COc1ccc(CCNC(=O)C2CCN(S(=O)(=O)c3ccc(C)cc3)CC2)cc1OC,6.5,1.5,2.4,6.2,-0.2,-13.5,-10.5,-0.7,13.1,x,4.2
CNC(=O)c1ccc(OCc2ccccc2)c(OC)c1,-22.4,-62.7,5.2,-33.6,-0.1,-5.8,-7.8,2.6,-7.8,-0.1,-18.8
CN1CC2=Cc3ccccc3OC23Oc2ccccc2C=C3C1,18.5,92.1*,-4.3,69.2*,0.3,28.0,-1.1,-3.9,-5.8,1.5,16.9
COc1cccc(N2C(=O)Nc3ccc(Br)cc3C2(O)C(=O)NCCCN(C)C)c1 (centres undefined),17.3,13.8,-11.4,6.8,0.0,14.9,16.7,-0.4,-13.3,-2.3,-8.5
O=C(/C=C/c1ccc(Br)cc1)NCCCn1ccnc1,6.9,-30.3,0.5,-18.4,0.0,-6.9,-1.0,-0.5,-2.0,4.8,0.3
Cc1ccc(S(=O)C(c2ccccc2)c2ccccc2)cc1 (centres undefined),-37.8,17.0,-4.3,12.8,0.1,4.9,-0.6,4.3,-17.2,x,-2.5
Cc1ccc(C)c(NC(=O)CN(C)C(=O)[C@@H](NC(N)=O)C(C)C)c1,3.6,22.9,9.4,10.8,0.2,-10.7,-6.2,0.5,0.6,0.8,-1.2
O=C(Nc1cccc(Br)c1)c1ccc2nc(N3C(=O)CCC3=O)sc2c1,-2.0,-78.2,2.5,-81.3,0.0,2.9,22.9,-0.4,-15.8,-1.8,-13.3
CSc1nnc(-c2ccccc2Cl)o1,-39.9,-107.3,-8.4,-74.7,-0.1,-15.7,13.0,9.4,-35.1,-1.0,-32.7
CCOC(=O)N1CCN(C(=O)COc2ccc(S(=O)(=O)NCC(C)C)cc2C)CC1,5.6,5.5,9.3,10.1,0.1,9.7,-5.2,-1.7,-4.8,3.7,8.7
Cc1ccc([C@H]2C[C@@H](n3cc(-c4ccc(F)cc4)nn3)[C@H](O)CN2C(=O)C2CCCCC2)cc1,13.6,4.8,-1.9,-8.0,-0.1,14.5,-12.5,2.3,-24.4,x,x
COc1ccc(/C=C(/NC(=O)c2ccccc2)C(=O)N2CCC(C)CC2)cc1,-22.2,12.5,-0.5,22.2,0.0,-7.0,4.4,-0.6,-4.9,0.6,-5.8
N/C(=N\OC(=O)C12CC3CC(CC(C3)C1)C2)c1ccccn1,-90.6,-179.1,5.1,-110.9,-0.2,-25.8,9.1,-1.8,-129.2,0.5,-98.5
Cc1ccc(S(=O)(=O)N2CCCC2)cc1C(=O)NCCOc1ccccc1,1.1,-3.9,-0.3,12.3,0.0,-8.3,18.0,-0.5,-2.5,4.4,-8.7
CC(=O)NC(c1ccccc1)c1nc(-c2cccnc2)cs1 (centres undefined),0.6,13.9,-3.1,-9.0,0.1,1.1,20.4,-1.7,10.1,x,x
COc1ccc(C(C(=O)NCc2ccccc2)N(Cc2cccnc2)C(=O)c2snc(C(N)=O)c2N)cc1OC (centres undefined),13.3,10.1,-2.3,12.8,0.0,30.5,4.7,-0.3,-19.1,-0.6,0.3
Cc1cccc(NC(=O)CSc2nc3[nH]ncc3c(=O)[nH]2)c1C,5.0,-4.9,4.7,-4.3,-0.3,5.5,4.4,0.3,5.8,-1.4,-2.7
